TR SRC2 fluor cs – counter-screen for TRb-SRC2 inhibitors: fluorescence interference. Potency, µM (series often up to 106 µM), for the others: at the highest dose fluorescence change, negative = quenching. hit rate 0.29% among 280,000. TRb/SRC2 Texas Red total fluorescence interference; active = well fitted curve in either direction with a large enough effect; inconclusive = small, poorly fitted or top-dose-only effect
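Human TRβ ligand-binding domain (0.6 uM) and Texas Red SRC2 peptide (20 nM) in Tris buffer with 1 uM T3 and 5% DMSO were incubated with pinned compound for 5 hr at ambient temperature. Total fluorescence was computed as S + 2P (555/632 nm).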
L3MBTL1 block – inhibitors of human L3MBTL1 | Q9Y468 | AlphaScreen L3MBTL1–H3K9me1 peptide binding | Potency, µM (doses to about 57.1 µM), inactives show at the highest dose activity, negative = inhibition, most hits filed as inhibitors | hit rate 0.66% among 230,000 | AID 485360; also: nearly all actives have a fitted effect of over 60% in size
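AlphaScreen proximity signal between nickel-chelate acceptor and streptavidin donor beads (final 10 ug/mL) reports binding of 50 nM L3MBTL1 to 75 nM biotin-H3 K9me1 peptide; complex incubated with compounds 30 min at room temperature; cefsulodin titration as control.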
JMJD2E inh – inhibitors of human JMJD2E histone demethylase; B2RXH2; JMJD2E catalytic domain, FDH-coupled NADH fluorescence (FDH is formaldehyde dehydrogenase); Potency, µM (doses to about 57.1 µM), for the others: at the top dose activity change, negative = inhibition, most hits filed as inhibitors; hit rate 1.6% among 230,000; AID 2147; active = well fitted inhibition curve with a large enough effect, not every such curve was filed as active; inconclusive = small, poorly fitted or top-dose-only effect, or another doubt; inactive = no such curve, though single readings can be large or run the other way;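 also: 0% = wells with enzyme and -100% = buffer wells without enzyme; nearly all actives have a fitted effect of over 50% in size; many of its hits are not listed in these tables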
GoLoco inh red – blocks human Gai1 binding to RGS12 GoLoco peptide, red readout; hit rate 0.44% among 230,000; P63096; AID 880; Potency, µM (top dose mostly 61.6 µM), for inactives: at the top dose activity, negative = inhibition, actives largely listed as inhibitors; Gai1:RGS12 GoLoco peptide FP, rhodamine, 10 min; active = well fitted inhibition curve with a large enough effect, not every such curve was filed as active; inactive = no such curve, though single readings can be large or run the other way; also: nearly all actives have a fitted effect of over 30% in size; many of its hits are not listed in these tables
Target sequence (P63096 whole entry, looked up): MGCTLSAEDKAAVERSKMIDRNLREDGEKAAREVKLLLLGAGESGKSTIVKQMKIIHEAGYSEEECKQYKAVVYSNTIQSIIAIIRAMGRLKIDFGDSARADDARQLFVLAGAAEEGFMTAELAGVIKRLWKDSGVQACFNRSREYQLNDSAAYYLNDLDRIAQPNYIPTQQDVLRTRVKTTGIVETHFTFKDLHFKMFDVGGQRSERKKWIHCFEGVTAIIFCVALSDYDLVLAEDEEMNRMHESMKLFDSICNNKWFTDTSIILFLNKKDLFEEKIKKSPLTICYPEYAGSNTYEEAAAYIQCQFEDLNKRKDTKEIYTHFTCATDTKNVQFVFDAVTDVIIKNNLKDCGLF
Tau fibril FP – tau fibrillization inhibition (FP); P10636; K18 P301L tau heparin fibrillization, Alexa594 FP, 6 h; Potency, µM (top dose mostly 57.7 µM), without a hit: at the top dose activity, negative = inhibition, usual class: inhibitors; hit rate 0.39% among 280,000; also: nearly all actives have a fitted effect of over 55% in size
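Human K18 P301L fragment (15 uM unlabeled plus 0.24 uM Alexa 594-labeled) in 100 mM sodium acetate pH 7 with compound, aggregation induced by 20 uM heparin for 6 hr at 37 C. ThT (30 uM) added for 1 hr, then Alexa 594 FP read.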
RECQ1 helicase – blocks DNA unwinding by human RECQ1. RECQ1 DNA unwinding, red fluorescence kinetic read. Potency, µM (doses to about 57.3 µM), without a hit: at the highest dose activity, negative = inhibition, actives largely listed as inhibitors. hit rate 0.54% among 240,000. AID 2549;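 also: plate controls were vehicle for no effect and no enzyme for full effect; nearly all actives have a fitted effect of over 30% in size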
Target sequence (P46063 whole entry, looked up): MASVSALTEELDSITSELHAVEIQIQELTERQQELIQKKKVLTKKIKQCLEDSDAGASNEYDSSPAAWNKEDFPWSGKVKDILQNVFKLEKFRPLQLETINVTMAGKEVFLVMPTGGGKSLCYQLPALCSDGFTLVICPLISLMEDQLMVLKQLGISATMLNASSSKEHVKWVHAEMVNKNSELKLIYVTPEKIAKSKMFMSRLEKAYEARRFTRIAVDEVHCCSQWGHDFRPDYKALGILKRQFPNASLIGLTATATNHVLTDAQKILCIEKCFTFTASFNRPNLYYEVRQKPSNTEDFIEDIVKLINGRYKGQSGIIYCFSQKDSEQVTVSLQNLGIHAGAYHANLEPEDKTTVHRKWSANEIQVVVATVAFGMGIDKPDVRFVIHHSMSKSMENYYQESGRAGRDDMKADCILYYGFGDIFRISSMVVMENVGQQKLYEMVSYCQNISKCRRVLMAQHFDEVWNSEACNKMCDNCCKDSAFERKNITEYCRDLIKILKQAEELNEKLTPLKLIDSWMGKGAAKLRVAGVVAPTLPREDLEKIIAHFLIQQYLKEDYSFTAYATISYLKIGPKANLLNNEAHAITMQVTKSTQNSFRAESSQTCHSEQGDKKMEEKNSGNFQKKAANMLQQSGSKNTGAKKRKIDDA
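50 nM RECQ1T1 preincubated 15 min with compound in Tris pH 8.0 buffer with MgCl2, DTT, Tween-20 and 2.5 ug/ml poly(dI-dC); started with 200 nM TAMRA/BHQ-2 forked duplex and 2 mM ATP. Unwinding read as fluorescence (525/598 nm), two reads 2 h apart.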
Tau ThT inhib – blocks human tau fibril formation measured by thioflavin T. P10636. recombinant tau K18 P301L (four-repeat tau fragment), heparin-induced fibrillization, ThT fluorescence. Potency, µM (top dose mostly 57.4 µM), for inactives: at the highest dose activity, negative = inhibition, actives largely listed as inhibitors. hit rate 2.1% among 270,000. AID 1460; also: nearly all actives have a fitted effect of over 55% in size
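Aggregation was driven by heparin (20 uM final) acting on recombinant tau […] bearing P301L in 100 mM sodium acetate pH 7; fibrils were detected with Thioflavin T.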
TRb SRC2 PPI – TRbeta-SRC2 interaction inhibition; P10828; TRbeta-SRC2 peptide binding, fluorescence polarization; receptor liganded with 1 µM T3; AID 1469; hit rate 0.065% among 280,000; Potency, µM (highest dose often 106 µM), for inactives: top-dose activity change, negative = inhibition, actives largely listed as inhibitors;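 also: plate controls were bound peptide for no effect and peptide without receptor for full effect; nearly all actives have a fitted effect of over 50% in size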
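Fluorescence polarization of 20 nM Texas Red SRC2 peptide with 0.6 uM human TRb ligand-binding domain, in Tris buffer with 1uM T3 and 5% DMSO. Incubated 5 hr ambient; normalized to unbound and bound controls.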
Active calls of the source: *; i = inactive; ? = inconclusive; / = not tested or not shown; [ ] = dose if it differs, or a comment. Unless noted, calls follow the shape of the dose curve; as a rule, active = well fitted curve in the direction sought with a large enough effect; inconclusive = small, poorly fitted or top-dose-only effect, or another doubt; inactive = no such curve, though single readings can be large; an effect the other way counts as inactive or inconclusive. Unless noted, % is scaled to controls: 0 for no effect and ±100 for the full control effect; potency is read from the fitted curve at half-maximal effect. A portion of the library. The share of hits here may be higher or lower than overall.

SMILES	TR SRC2 fluor cs	L3MBTL1 block	JMJD2E inh	GoLoco inh red	Tau fibril FP	RECQ1 helicase	Tau ThT inhib	TRb SRC2 PPI
CCN=C(Nc1ccc2c(c1)OCO2)SC1CC(=O)N(c2ccccc2F)C1=O (stereo unspecified)	-3%	1%	1%	2%	-11%	i	-4%	-3%
Cc1ccccc1C1C(C#N)=C2N=C(N)c3c(sc4c3CCCCC4)N2C2=C1C(=O)CC(C)(C)C2 (stereo unspecified)	4%	-2%	?	5%	2%	-19%	?	-4%
Cc1cccc(Nc2cc(C)c3c(O)cccc3n2)c1C	-5%	-10%	?	2%	14%	-18%	?	3%
Cc1ccc(NC(=O)c2cnc3cc(C)ccn3c2=O)c(C)c1	2%	/	/	/	2%	/	?	-9%
Cc1nn(Cc2ccccc2)c(C)c1C(=O)OCC(=O)c1cc(C)n(CC(F)(F)F)c1C	-3%	/	-6%	9%	0%	i	-16%	7%
Cc1cc(C(=O)NCc2ccc(Cl)cc2)n(-c2ccccc2)n1	-2%	3%	1%	2%	2%	-3%	-2%	3%
COc1ccc(C)cc1S(=O)(=O)Nc1cccc(Cl)c1Cl	-3%	11%	1%	1%	5%	-1%	-7%	-9%
CCCCNc1cc(F)nc(N)n1	0%	/	-3%	-14%	4%	-12%	-5%	0%
Cc1ccc(C(=O)C2=C(O)C(=O)N(c3ncccn3)C2c2ccc(Cl)cc2)o1 (stereo unspecified)	0%	?	-15%	32%[activator]	-1%	-4%	-10%	-11%
Cc1nc2ccc(Nc3ccncc3)cc2s1	-1%	6%[11.4 µM]	?	0%	-2%	i	-13%	-3%
CC1CCN(c2ccc(N3C(=O)C4CCCCC4C3=O)cc2[N+](=O)[O-])CC1 (stereo unspecified)	-1%	6%	-8%	4%	-3%	-4%	-12%	0%
Cc1cc(C(=O)COC(=O)CNC(=O)c2ccc(F)cc2)c(C)n1Cc1ccco1	-1%[53 µM]	-23%	-8%	18%	-1%	?	-4%	2%[53 µM]
O=c1[nH]n(-c2ccc(F)cc2)c2ncccc12	-2%	-2%	1%	-11%	-5%	-21%	-17%	2%
Cc1nn(C(C)C(=O)O)c2ccccc12 (stereo unspecified)	-1%	/	5%	-3%	3%	0%	-8%	-5%
NC(=NC(=O)c1ccccc1)N1CCOCC1	-2%	6%	4%	1%	-3%	-11%	-4%	-1%
COc1ccc(NC(=O)c2[nH]c(C)c(C(C)=O)c2C)cc1	-1%	/	-4%	5%	-7%	-11%	?	-6%
Cc1ccc2onc(CC(=O)Nc3ccc(C(C)C)cc3)c2c1	5%	/	/	/	-3%	/	-2%	-3%
CCOP(=O)(OCC)C(NC(=O)Nc1cccc(Cl)c1)c1ccccc1 (stereo unspecified)	-3%	-2%	-8%	3%	-12%	-8%	-14%	-3%
CCC(c1nnnn1CC1CCCO1)N(CCCO)Cc1cc2cccc(C)c2[nH]c1=O (stereo unspecified)	-7%	/	?	9%	7%	i	-19%	2%
O=C(COc1ccc(/C=N/NS(=O)(=O)c2ccccc2)cc1)NCCc1ccccc1	-1%	-6%	-6%	-2%	-8%	-3%	-11%	-17%
O=c1/c(=C\c2ccc(O)cc2)sc2nc(-c3ccccc3)c(-c3ccccc3)n12	-1%	/	-3%	38%[activator]	?	i	?	-9%
Cc1ccccc1CSc1ccc(-c2cccs2)nn1	-2%	/	/	/	-12%	/	-7%	-10%
CC(=O)Nc1cccc(-n2nnc(SCC(=O)N(C)c3ccccc3)n2)c1	1%	7%	-1%	3%	-9%	-4%	-7%	-5%
CCCCc1nc2ccccc2c(NC(=O)CN2CCCC2)c1CCC	-3%	-9%	?	-2%	7%	0%	-1%	-5%
Cc1cccc(N/N=C(\C#N)S(=O)(=O)C(C)(C)C)c1	0%	/	-4%	-8%	5%	i	-5%	1%

Taken from the listing for reference:
SMILES	TR SRC2 fluor cs	L3MBTL1 block	JMJD2E inh	GoLoco inh red	Tau fibril FP	RECQ1 helicase	Tau ThT inhib	TRb SRC2 PPI
Cc1cccc(Nc2cc(C)c3c(O)cccc3n2)c1C	-5%	-10%	?	2%	14%	-18%	?	3%
Cc1ccc(NC(=O)c2cnc3cc(C)ccn3c2=O)c(C)c1	2%	/	/	/	2%	/	?	-9%
Cc1nn(Cc2ccccc2)c(C)c1C(=O)OCC(=O)c1cc(C)n(CC(F)(F)F)c1C	-3%	/	-6%	9%	0%	i	-16%	7%

Next section.
SMILES	TR SRC2 fluor cs	L3MBTL1 block	JMJD2E inh	GoLoco inh red	Tau fibril FP	RECQ1 helicase	Tau ThT inhib	TRb SRC2 PPI
Cc1nnc(N/N=C\c2ccc(-c3ccccc3[N+](=O)[O-])o2)n1N	-2%	-12%	2%	-1%	?	10%	10µM*	-2%
CCOC(=O)CC1COc2ccccc2N1C(=O)c1ccc(C)cc1 (stereo unspecified)	-1%	4%	1%	0%	-2%	-8%	-14%	-14%
COc1ccc(-c2nc(SCC(=O)N3CCCCC3C)n[nH]2)cc1 (stereo unspecified)	0%	/	/	/	0%	/	-11%	4%
CCc1ccc2c(c1)C1(SC(NC(C)=O)=NN1C(C)=O)C(=O)N2CC (stereo unspecified)	-2%	/	10%	-4%	5%	-1%	-7%	4%
CC1CCc2c(C(=O)NCC3CCCO3)csc2C1 (stereo unspecified)	-1%	65%[activator]	-1%	-7%	5%	-7%	8%	-27%
Cc1ccccc1-c1noc(-c2ccccc2OCC(=O)Nc2cccc([N+](=O)[O-])c2)n1	-1%	/	/	/	14%	/	?	7%
COc1ccc(N2CC(NC(=O)C(=O)c3c[nH]c4ccccc34)CC2=O)cc1 (stereo unspecified)	0%	/	/	/	-18%	/	-9%	-1%
CNC(=O)c1sccc1SCc1c(Cl)cccc1Cl	1%	/	-4%	1%	5%	-2%	-21%	-10%
O=C(Nc1ccccc1)OCCCc1ccccc1	0%	/	-1%	8%	-4%	?	-15%	3%
CCOC(=O)Cn1c(=O)n(C2CCCCC2)c2nc(-c3cccc(OC)c3)nc(C(N)=O)c21	-7%	/	/	/	-1%	/	2%	1%
CCCCC(=O)Nc1ccc(NC(=O)c2ccccc2OC)cn1	0%	/	-28%	-1%	3%	-8%	-17%	12%
CC(C)CNS(=O)(=O)c1ccc(OCC(=O)NCC2CCCO2)c(Cl)c1 (stereo unspecified)	1%	3%	6%	5%	-11%	-6%	-3%	-16%
CCOC(=O)c1nnc2cc(-c3ccc(Br)cc3)nn2c1C	-1%	/	6%	10%	3%	i	?	-2%
Clc1ccc(N2CCN(c3ncnc4c3cnn4-c3ccccc3)CC2)cc1Cl	-3%	/	/	/	0%	/	?	-4%
Cc1ccc2[nH]c(=O)c(CN(Cc3cccnc3)C(=O)c3ccncc3)cc2c1	1%	0%	?	7%	-4%	-4%	-10%	-2%
CC(=O)N1CCc2cc(S(=O)(=O)CCC(=O)NCc3ccc(Cl)cc3)ccc21	?	/	/	/	-3%	/	9%	5%
CC(=O)Nc1ccccc1NC(=O)C/C(C)=N/NC(=O)C(=O)Nc1cccc(Cl)c1C	-4%	10%	14%	9%	-5%	-1%	?	-3%
COC(=O)/C(=C\Nc1ccc(Cl)cc1Cl)NC(=O)c1ccc(OC)cc1	-1%	/	-9%	5%	13%	-13%	/	0%
O=C(c1c[nH]c(C(=O)N2CCN(c3ccccc3F)CC2)c1)c1cccc(Cl)c1Cl	-1%	-23%	2%	3%	-1%	19%	-17%	-2%
Cn1ccnc1SCC(=O)NC1CC1	0%	/	6%	8%	-1%	i	2%	-1%
NS(=O)(=O)c1ccc(CNC(=O)C23CC4CC(CC(C4)C2)C3)cc1	-3%	/	-4%	-28%	1%	9%	5%	-11%
CCCCCn1c(N)c(C#N)c2nc3ccccc3nc21	-4%	20%	?	4%	-9%	12%	?	-8%
Cc1cc2ncn(C3CC(=O)N(Cc4ccc(N5CCCC5=O)cc4)C3=O)c2cc1C (stereo unspecified)	0%	-17%	0%	-4%	2%	-2%	-6%	13%
COC(=O)c1sc(NC(=O)c2oc3ccccc3c2C)nc1C	-2%	-12%[11.4 µM]	?	10%	-8%	1%	-5%	-8%
O=C1CCCCC1C(=O)c1ccccc1 (stereo unspecified)	0%	10%	-9%	-8%	7%	3%	-7%	-3%

The results go on.
SMILES	TR SRC2 fluor cs	L3MBTL1 block	JMJD2E inh	GoLoco inh red	Tau fibril FP	RECQ1 helicase	Tau ThT inhib	TRb SRC2 PPI
O=C(O)Cn1nc(C(F)(F)F)c2c1CCCCC2	-3%	0%	-1%	/	-11%	-9%	-3%	-20%
CC(C(=O)NCc1ccc2c(c1)OCO2)N1c2cccc3cccc(c23)S1(=O)=O (stereo unspecified)	-2%	1%	?	6%	5%	-5%	-9%	1%
COc1cccc(-c2nc(CS(=O)(=O)CC(=O)NCCCOC(C)C)c(C)o2)c1	2%	8%	-14%	-3%	-12%	-9%	-7%	7%
Cc1cc(C)c(NC(=O)CCN2C(=O)c3ccccc3Sc3ncccc32)c(C)c1	-1%	/	/	/	1%	/	1%	1%
Cc1cc(C)n(CCCNCC(O)c2ccccc2)n1 (stereo unspecified)	-1%	4%	-3%	-1%	-5%	i	-8%	-5%
O=C(NC(=S)N1CCCCC1)c1cccs1	-1%	1%	6%	-1%	-8%	-13%	2%	1%
COC(=O)c1ccc(N2CCOCC2)c(NC(=O)Nc2cccc(OC)c2)c1	-1%	2%	-7%	6%	-4%	-7%	-3%	7%
CCOC(CNC(=O)c1ccc(CNC(=O)c2ccc(OC)c(OC)c2)cc1)OCC	-1%	/	6%	6%	1%	-1%	1%	-10%
COc1nc(C)nc(NC(=O)NS(=O)(=O)c2ccc(C)cc2)n1	-3%	/	2%	-12%	-11%	1%	-11%	-6%
O=C(COC(=O)c1cccc(S(=O)(=O)NCc2ccccc2)c1)NCC1CCCO1 (stereo unspecified)	-5%	0%	0%	5%	4%	i	-5%	-5%
CCc1cccc2c1NC1(CCCC1)CC2C (stereo unspecified)	?	/	?	16%	-10%	-21%	?	28µM*
O=C(Nc1ccc(C(=O)OCc2cc(=O)n3nc(C4CC4)sc3n2)cc1)c1cccc(F)c1	0%	/	/	/	9%	/	-5%	2%
Cc1ccc(-c2nc(N)sc2C)cc1	-2%	-7%	-1%	3%	15%	-1%	-17%	-1%
